Screening data (PubChem)
Mm-Cpn inhibitor = M. maripaludis TRiC chaperonin inhibition. Potency, µM (top dose mostly 76.9 µM), for the others: at the top dose activity, negative = inhibition, usual class: inhibitors. purified Mm-Cpn ATPase, ADP Transcreener TR-FRET. 330,000 tested, 0.031% active; also: potency is read from the fitted curve at half-maximal effect; % is scaled to controls: 0 for no effect and ±100 for the full control effect; nearly all actives have a fitted effect of over 80% in size
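Inhibition of chaperonin ATP hydrolysis is measured as reduced ADP production, detected by competitive TR-FRET in which signal falls with ADP. Final enzyme 25 nM and ATP 10 uM, reacted 30 min at 37°C.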
WRN helicase inh = inhibitors of human WRN helicase. 360,000 tested, 0.46% active. AID 651768. Q14191. WRN helicase unwinding, fluorescent forked duplex, kinetic. Potency, µM (series often up to 114 µM), for the others: top-dose activity change, negative = inhibition, actives largely listed as inhibitors; also: potency is read from the fitted curve at half-maximal effect; % is scaled to controls: 0 for no effect and ±100 for the full control effect; nearly all actives have a fitted effect of over 55% in size
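Primary qHTS, 1536-well format. 20 nM WRN + compound, 15 min RT; start with 100 nM forked fluorophore/quencher duplex, 2 mM ATP (final); kinetic read ex 525/em 598 nm.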
CCT modulator = changes cytosolic chaperonin activity. purified chaperonin ATPase assay, HTRF ADP detection, 30 min. activity change, % (no concentration beside the values), hits read low. 360,000 tested, 0.3% active. AID 651819; in the data active = activity change below about -30%; also: % is scaled to controls: 0 for no effect and ±100 for the full control effect
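ATPase activity: ADP formed was measured by HTRF Transcreener (665/615 nm ratio) after 30 min at 37 deg C with 10 uM ATP. Compounds screened at one 76 uM concentration against 40 or 20 nM TRiC in Tris pH 7.4/KCl/MgCl2/DTT buffer.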
EPAC2 antagonist = EPAC2 (human) antagonism | Q8WZA2 | EPAC2 GEF exchange of Rap1B-BODIPY-GDP, fluorescence | Potency, µM (top dose mostly 114 µM), without a hit: at the highest dose activity, negative = inhibition, hits mostly inhibitors | 360,000 tested, 0.18% active | AID 720708; also: potency is read from the fitted curve at half-maximal effect; % is scaled to controls: 0 for no effect and ±100 for the full control effect; nearly all actives have a fitted effect of over 45% in size; many of its hits are not listed in these tables
Target sequence (Q8WZA2 whole entry, looked up): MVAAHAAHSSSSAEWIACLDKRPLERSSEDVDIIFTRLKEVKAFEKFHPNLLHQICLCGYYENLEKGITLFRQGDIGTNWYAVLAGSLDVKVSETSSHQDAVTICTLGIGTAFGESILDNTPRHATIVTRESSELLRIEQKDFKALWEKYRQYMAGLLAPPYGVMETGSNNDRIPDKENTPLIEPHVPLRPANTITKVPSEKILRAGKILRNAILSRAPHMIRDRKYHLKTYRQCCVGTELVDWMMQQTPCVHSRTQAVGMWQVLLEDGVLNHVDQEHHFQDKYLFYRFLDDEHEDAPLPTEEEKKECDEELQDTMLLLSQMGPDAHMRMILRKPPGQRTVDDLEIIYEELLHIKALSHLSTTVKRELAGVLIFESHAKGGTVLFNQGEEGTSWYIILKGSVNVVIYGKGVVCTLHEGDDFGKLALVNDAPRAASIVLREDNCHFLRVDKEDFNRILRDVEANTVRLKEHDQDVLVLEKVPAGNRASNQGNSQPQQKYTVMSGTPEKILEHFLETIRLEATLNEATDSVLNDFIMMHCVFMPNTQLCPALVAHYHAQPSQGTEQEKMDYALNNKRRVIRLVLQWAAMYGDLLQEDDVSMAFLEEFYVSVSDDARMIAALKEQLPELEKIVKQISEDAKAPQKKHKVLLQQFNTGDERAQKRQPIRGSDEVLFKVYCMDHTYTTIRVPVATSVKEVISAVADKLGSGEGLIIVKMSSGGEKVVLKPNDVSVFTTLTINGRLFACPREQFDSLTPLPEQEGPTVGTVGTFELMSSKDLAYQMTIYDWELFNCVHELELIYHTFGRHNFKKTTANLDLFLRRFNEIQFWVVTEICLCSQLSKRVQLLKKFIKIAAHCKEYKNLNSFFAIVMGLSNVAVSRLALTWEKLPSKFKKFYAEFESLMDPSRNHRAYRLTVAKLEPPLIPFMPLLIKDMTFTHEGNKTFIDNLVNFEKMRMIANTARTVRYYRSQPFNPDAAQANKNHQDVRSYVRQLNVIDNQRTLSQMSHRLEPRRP
PI5P4K alpha inh = inhibitors of human PI5P4K alpha | AID 652105 | max response, % | PI5P4Kalpha enzyme, ADP-Glo luminescence, 60 min; active compounds read low | 330,000 tested, 1.2% active | P48426; active = max response of -50% or lower; inconclusive = between -30% and -50%; inactive = -30% or higher; also: value at the top dose of about 77 µM; % is scaled to controls: 0 for no effect and ±100 for the full control effect
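Single end-point luminescence (ADP-Glo) quantified ADP from PI5P4Kalpha turnover; ATP 5 microM final, 1 h at RT, 0.1% CHAPS and 0.28 mM EGTA in HEPES pH 7.4.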
EPAC1 antagonist = EPAC1 (human) antagonism | O95398 | EPAC1 GEF assay, Rap1b-BODIPY-GDP exchange fluorescence | Potency, µM (series often up to 115 µM), for inactives: top-dose activity change, negative = inhibition, usual class: inhibitors | 360,000 tested, 0.14% active | AID 720709;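 also: potency is read from the fitted curve at half-maximal effect; plate controls were vehicle for no effect and positive control for full effect; nearly all actives have a fitted effect of over 50% in size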
EPAC1 agonist = agonists of human EPAC1. O95398. EPAC1 agonist qHTS, biochemical assay; response scale: 100% = response to 6.5 mM cAMP. Potency, µM (titrated, usually from 154 µM), for the others: at the highest dose activation, actives largely listed as activators. 360,000 tested, 0.073% active; also: potency is read from the fitted curve at half-maximal effect; nearly all actives have a fitted effect of over 60% in size
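Multi-concentration qHTS readout: loss of Rap1B-bound BODIPY-GDP fluorescence driven by 100 nM EPAC1 with excess GDP (50 uM), monitored kinetically at room temperature; agonist response expressed relative to 6.5 mM cAMP.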
PLK1 PBD inh = inhibitors of human PLK1 polo-box domain binding; Plk1 PBD binding of FITC phosphopeptide, fluorescence polarization; Potency, µM, inactives show max response, negative = inhibition, hits mostly inhibitors; 360,000 tested, 2.8% active; P53350; also: potency is read from the fitted curve at half-maximal effect; series mostly up to about 57 µM; % is scaled to controls: 0 for no effect and ±100 for the full control effect; nearly all actives have a fitted effect of over 65% in size
* = called active by the depositor; ? = inconclusive; . = no result given; [ ] = remark or other dose. Unless noted, calls follow the shape of the dose curve; as a rule, active = well fitted curve in the direction sought with a large enough effect; inconclusive = small, poorly fitted or top-dose-only effect, or another doubt; inactive = no such curve, though single readings can be large; an effect the other way counts as inactive or inconclusive. This is a subset. The share of hits here may be higher or lower than overall.

mol	Mm-Cpn inhibitor	WRN helicase inh	CCT modulator	EPAC2 antagonist	PI5P4K alpha inh	EPAC1 antagonist	EPAC1 agonist	PLK1 PBD inh
Cc1ccc(CNS(=O)(=O)c2ccc(C)s2)cc1	1%	4%	0.3	2%	3	-24%	7%	-11%
CN(C)c1ccc(C(=O)NNC(=O)c2ccc(Cl)cc2)cc1	1%	-29%	-1.8	-15%	3	-13%	9%	-12%
CCCc1nnc(NC(=O)C(=O)NCCN(CC)CC)s1	1%	4%	-0.8	2%	5	-5%	-14%	4%
COc1ccc(OC(F)(F)F)cc1CC1(C)C(=O)Nc2cccc(Cl)c21 (centres undefined)	.	8%	2.4	-13%	8	-4%	-24%	1%
Nc1nc(C(c2ccccc2)c2ccccc2)cs1	1%	-9%	0.5	?	-4	1%	-2%	-6%
CCn1c(CNc2ccc(C(=O)O)cc2)nc2ccccc21	.	-6%	-0.2	-2%	.	-2%	4%	1%
O=C(O)C1C2OC3C(OC(=O)C31)C2Br (centres undefined)	.	-1%	-0.3	21%	0	-3%	-2%	2%
COC(=O)c1ccc(/C=N/OCC(=O)NC2CCCCCCC2)cc1	-7%	-8%[57.1 µM]	-1.9	-7%	-3	-5%	0%	-7%
O=C(O)c1ccc(NC(=S)NCc2ccccc2)cc1	0%	1%	2.4	-5%	-3	12%	4%	0%
CCOC(=O)c1c(-c2ccccc2)csc1NC(=O)/C(C#N)=C/c1ccc(OC)c(OC)c1	0%	-27%	-0.9	-10%	-9	-2%	11%	0%
CCN1C(=O)[C@H]2[C@H]3CN=C(SCC4CC4)N3[C@@](CC)(C(=O)OC)[C@H]2C1=O	2%	4%	1.2	-4%	-3	3%	-6%	-11%
Cc1cc(O)c(C)c(O)c1/C=N/NC(=O)c1cccnc1	0%	-17%	-4.1	-7%	1	-27%	11%	-10%
CN1C(=O)NC(c2ccccc2)C2=C1CN(Cc1ccco1)C2=O (centres undefined)	-3%	-11%	2.6	-2%	-3	-1%	7%	0%
O=C(CC1C(=O)NCCN1CC1CCCCC1)NCc1ccc(F)cc1 (centres undefined)	-4%	-3%	-1.0	-6%	4	-11%	3%	-17%
CCn1c(=O)c(C(=O)CN(C)Cc2cccc(OC)c2OC)c(N)n(Cc2ccccc2)c1=O	1%	?	0.3	10%	4	23%	-5%	-33%
CCN(CC)C(=O)[C@H]1CC(CC(=O)NCCCN(C)C)C(=O)N2CCc3c([nH]c4ccccc34)[C@]12C (some centres undefined)	1%	0%	0.4	12%	-1	13%	-8%	-3%
N#Cc1c(-c2ccccc2)ccn(Cc2ccccc2Cl)c1=O	0%	-15%	-0.5	-7%	7	3%	-1%	-2%
O=C1c2ccccc2C(=O)c2[nH]c(=O)[nH]c21	-3%	-15%[11.6 µM]	1.9	-8%	-69*	7%	-3%	-10%
CCOc1cc(C(=O)Nc2ccc(C)cc2C)ccc1OCC(=O)N1CCCCC1	1%	4%	-5.7	-4%	-4	-7%	2%	-17%
CC(=O)c1c(C)[nH]c(C(=O)CSc2nc3ccccc3c(=O)n2CCCN2CCOCC2)c1C	-7%	2%	0.9	2%	.	12%	0%	-6%
CCC(Cc1ccccc1)NS(=O)(=O)c1c(C)nc2scc(C)n2c1=O (centres undefined)	3%	0%	-0.5	-3%	2	17%	-3%	-5%
O=C(Cn1cnc2ccccc21)Nc1ccc(C(=O)O)cc1	0%	-11%	0.4	-8%	.	1%	7%	-9%
CCc1cc(-c2n[nH]c(C)c2-c2ccccc2Cl)c(O)cc1OC	0%	-18%	1.3	?	16	-28%	1%	-8%
Oc1ccc2n[nH]nc2c1	-2%	-4%	1.5	19%	0	-2%	3%	7%
COC(=O)c1sc(NC(=O)CN2CCN(c3cccc(Cl)c3)CC2)c(C(=O)OC)c1C	.	-6%	-1.9	-5%	-1	7%	-7%	1%
O=C1CC(N2CCCCCC2)C(=O)N1c1ccc2c(c1)OCO2 (centres undefined)	2%	-2%	-0.3	4%	.	8%	-7%	-3%
CCN(CC)CCN1C(=O)c2oc3ccccc3c(=O)c2C1c1cccc(Br)c1 (centres undefined)	0%	-8%	-1.4	-2%	6	9%	-1%	-7%
O=C(COC(=O)CNS(=O)(=O)c1c(Cl)cccc1Cl)Nc1cccnc1Cl	1%	-22%	-2.1	-4%	-9	4%	8%	-10%
Cc1cc2c(c(=O)n1Cc1cccnc1)C(Cc1ccccc1)C(C#N)=C(N)O2 (centres undefined)	-1%	1%	-6.9	-3%	-15	6%	-7%	-8%
CC(=O)Nc1ccc(S(=O)(=O)N(Cc2ccccc2)C(C)C)cc1	0%	7%	-3.3	-1%	0	0%	1%	-2%
Cc1ccc(S(=O)(=O)N[C@H](C(=O)N2CCC3(O)CCCCC3C2)c2ccccc2)cc1 (some centres undefined)	0%	-3%	-2.9	-2%	-5	2%	-2%	-2%
COc1cccc(C2=NOC(C(=O)Nc3cccnc3)C2)c1 (centres undefined)	3%	-8%	-3.5	-3%	.	-5%	5%	-28%
CC1(C)CC(NCc2ccccc2)CCO1 (centres undefined)	3%	-3%	0.3	2%	1	14%	2%	-15%
NS(=O)(=O)c1ccc(NC(=O)COc2ccc(Cl)cc2)cc1	0%	1%	-1.4	-1%	-1	12%	8%	-10%
CNC(=O)NC(=O)CSc1nnc(C(F)(F)F)n1C	2%	3%	-0.7	-3%	2	4%	4%	0%
Nc1ccccc1S(=O)(=O)c1ccccc1N	1%	1%	1.5	0%	.	3%	2%	-4%
CCc1nnc(NC(=O)CSc2nc3ccccc3c(=O)n2CCCOC)s1	-5%	3%	-0.2	9%	-4	-6%	3%	-4%
N/C(=N\O)c1ccc([N+](=O)[O-])s1	-1%	1%	2.6	7%	8	5%	-1%	3%
COCCCNC(=S)NCCNc1nc2c(C)c(C)ccc2cc1C#N	-2%	-1%	0.3	9%	5	3%	-7%	-10%
CC(C)c1ccc(CCNC(=O)CCNS(=O)(=O)c2ccc(Br)cc2)cc1	0%	-1%	-1.2	-5%	5	-5%	-23%	0%

Results in EPAC2 antagonist and Mm-Cpn inhibitor (two entries from above):
SMILES	EPAC2 antagonist	Mm-Cpn inhibitor
CCN(CC)CCN1C(=O)c2oc3ccccc3c(=O)c2C1c1cccc(Br)c1 (centres undefined)	-2%	0%
O=C(CC1C(=O)NCCN1CC1CCCCC1)NCc1ccc(F)cc1 (centres undefined)	-6%	-4%

New compounds follow
mol	Mm-Cpn inhibitor	WRN helicase inh	CCT modulator	EPAC2 antagonist	PI5P4K alpha inh	EPAC1 antagonist	EPAC1 agonist	PLK1 PBD inh
S=C1SCN(Cc2ccco2)CN1Cc1ccco1	-1%	0%	-0.5	-9%	2	5%	7%	-6%
O=C(COC(=O)c1c(Cl)cccc1Cl)NCc1cccs1	-1%	-24%	-1.8	2%	-5	3%	-2%	-3%
CCCCc1nc2c(=O)[nH]c3ccccc3c2o1	0%	-1%	1.9	8%	-5	3%	-14%	0%
O=C(Nc1cccc(Cl)c1)N(CCN1CCOCC1)Cc1cccc(Cl)c1	1%	-18%	-0.5	-16%	.	-13%	21%	-1%
COc1ccc(NC(=O)c2nc[nH]c2C(=O)N[C@H](C)c2ccccc2)cc1	0%	0%	1.0	-22%	22	-25%	2%	-7%
C=CCNC(=O)C1CC2c3ccccc3C1c1ccccc12 (centres undefined)	.	-4%	-11	10%	0	-3%	-2%	2%
CCCOc1ccc(C2C(C(=O)c3ccc(C)o3)=C(O)C(=O)N2Cc2ccco2)cc1 (centres undefined)	-4%	-6%	0.0	-8%	-4	-29%	-5%	-23%
Cc1cccc(N/N=C/c2ccc(O)c(O)c2O)c1	1%	-9%[11.6 µM]	0.5	-9%	-23	-6%	-5%	12µM*
CC(C)(C)NS(=O)(=O)c1ccc(Oc2ncc(C(F)(F)F)cc2Cl)cc1	-6%	-15%	-2.6	?	8	-22%	5%	7%
O=C(OCCN1CCCCC1)c1cccc(Cl)c1	2%	6%	0.2	7%	0	-4%	4%	-13%
O=C(NCCO)C(=O)Nc1cc2c3c(c1)CCC(=O)N3CCC2	2%	-1%	0.1	-6%	1	3%	9%	1%
COc1ccc([C@@H]2Sc3ccccc3N(CCN(C)C)C(=O)[C@@H]2OC(C)=O)cc1	-3%[15.4 µM]	-1%	0.2	7%	-1	3%	-19%	-3%
O=C(NCc1ccccc1Cl)C1CCN(S(=O)(=O)N2CCCC2)CC1	2%	-3%	-2.2	2%	4	-25%	3%	-17%
CC1CN(C(=O)c2ccc(Br)c(S(=O)(=O)N3CCOCC3)c2)CC(C)O1 (centres undefined)	0%	2%	-0.4	5%	-5	0%	-10%	7%
COc1ccc(Cc2nc(-c3ccc(-n4cccc4)cc3)no2)cc1	-11%	-2%	-2.1	-20%	-1	-21%	3%	-6%
Cn1c(SCc2ccc(F)cc2)nnc1-c1cccs1	0%	-2%	0.5	8%	.	1%	3%	-8%
Cc1cc2oc(C(=O)Nc3nonc3C)c(C)c2cc1Cl	2%	5%	0.0	-8%	-3	-14%	-17%	5%
COc1cc2oc(=O)cc(-c3ccc(-c4ccc(C)cc4)cc3)c2c(OC)c1OC	1%	3%	-1.4	-16%	-1	-19%	-1%	-4%
COCCNC(=O)c1onc(CSc2cccc(C)c2)c1C(=O)O	1%	12%	-0.3	6%	-14	-23%	5%	-11%
O=C(NC1(C(F)(F)F)NC(=O)N(Cc2cccnc2)C1=O)c1cccs1 (centres undefined)	2%	2%	0.2	0%	8	6%	11%	-5%
